Screens deposited in PubChem BioAssay by Broad Institute.
C diff growth – inhibitors of Clostridium difficile growth. Clostridium difficile clinical isolate growth, OD600, 24 h; hits give low values. growth activity, negative = inhibition, % at 16 µg/mL (by protocol). 0.25% of 86,000 active;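 active = mean growth activity at or below -80% and every replicate also at or below -80%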;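 also: 0% = DMSO wells and -100% = levofloxacin 16 µg/mL wells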
T cruzi growth – T. cruzi proliferation inhibition; inhibition, % at 8.34 µM; T. cruzi beta-gal in NIH3T3, GalScreen luminescence, 90 h; 5.9% of 77,000 active; AID 624255;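 active = mean inhibition above about 93%, with at least 55% of replicates each passing it, limit read from the data, passing the limit was not always enough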
GASC1 inh – inhibitors of human demethylase GASC-1 KDM4C | GST-KDM4C 2-372, H3K9me3 peptide, LANCE TR-FRET | 0.15% of 96,000 active | inhibition, % at 12.5 µM | Q9H3R0;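 active = mean replicate inhibition above about 25%, with at least 55% of replicates also reaching it, limit read from the data, passing the limit was not always enough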
Target sequence (Q9H3R0 2-372 limits assumed): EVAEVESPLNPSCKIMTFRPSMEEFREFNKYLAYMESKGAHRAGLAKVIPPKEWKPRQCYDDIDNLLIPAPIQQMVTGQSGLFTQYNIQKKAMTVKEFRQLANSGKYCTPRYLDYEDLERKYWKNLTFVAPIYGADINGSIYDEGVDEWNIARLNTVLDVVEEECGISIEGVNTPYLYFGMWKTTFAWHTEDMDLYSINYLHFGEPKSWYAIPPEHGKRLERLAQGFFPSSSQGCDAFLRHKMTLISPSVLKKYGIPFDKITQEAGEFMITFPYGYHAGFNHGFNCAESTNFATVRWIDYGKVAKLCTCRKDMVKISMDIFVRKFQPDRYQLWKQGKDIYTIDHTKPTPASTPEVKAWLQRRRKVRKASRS
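Material: N-terminal GST-fused human GASC-1 (KDM4C) fragment, residues 2-372. Input: 10 nM enzyme. Incubation: enzyme reaction 30 min, then detection 60 min, both room temperature. Doses: one test concentration per compound. Read-out basis: inhibition from TR-FRET ratio decrease. Detection: LANCE TR-FRET, excitation 340 nm, emissions 618 and 671 nm.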
Pf Dd2 growth – inhibitors of Plasmodium falciparum Dd2 growth; 2.3% of 94,000 active; P. falciparum Dd2 growth, SYBR Green, 72 h; hits give low values; AID 1159554; activity change, % at 10 µM; in the data active = activity change below about -80%
* = called active by the depositor; & = joins results of further samples.

What do the screens show for `O=C(N[C@H]1CC[C@@H](CCn2cc(-c3ccc(F)cc3)nn2)O[C@@H]1CO)c1cnccn1`?
C diff growth: 0.2; GASC1 inh: -1.3; Pf Dd2 growth: -0.8

Results for C[C@H]1CN([C@@H](C)CO)C(=O)c2cc(C3=CCCCC3)cnc2O[C@H]1CN(C)C(=O)C1CCOCC1 ?
C diff growth: -4.8; T cruzi growth: 67.0; GASC1 inh: 1.3; Pf Dd2 growth: 21.4

How did O=C(Nc1ccc2c(c1)[C@H]1C[C@H](CC(=O)N3CCCCC3)O[C@@H](CO)[C@H]1O2)NC1CCCC1 do in these assays?
C diff growth: -5.8; T cruzi growth: 28.8; GASC1 inh: 0.2; Pf Dd2 growth: 17.4

How did CO[C@@H](CN(C)Cc1nccs1)[C@@H](C)CN([C@H](C)CO)S(=O)(=O)c1ccc(C)cc1 do in these assays?
T cruzi growth: 90.0; GASC1 inh: -0.7; Pf Dd2 growth: -13.6

Results for COc1ccc(S(=O)(=O)Nc2ccc3c(c2)C(=O)N([C@H](C)CO)C[C@@H](C)[C@H](CN(C)Cc2ccc(C(=O)Nc4ccccc4N)cc2)O3)cc1 ?
C diff growth: -1.6; T cruzi growth: 40.3; GASC1 inh: -1.0; Pf Dd2 growth: -4.3

What do the screens show for `C[C@@H](NC(=O)C[C@H]1C[C@H]2c3cc(NC(=O)CN(C)C)ccc3O[C@H]2[C@@H](CO)O1)c1ccccc1`?
C diff growth: 2.8; T cruzi growth: -5.2; GASC1 inh: -1.1; Pf Dd2 growth: 7.7

How did CNC(=O)C[C@@H]1CC[C@@H]2[C@H](COC[C@@H](O)CN2C(=O)Nc2cccc(OC)c2)O1 do in these assays?
T cruzi growth: -2.8; GASC1 inh: -2.7; Pf Dd2 growth: 2.3

Results for CO[C@@H]1CN(C)C(=O)c2cc(NC(=O)C3CC3)ccc2OC[C@@H](C)N(C(=O)c2ccncc2)C[C@H]1C ?
T cruzi growth: 6.7; GASC1 inh: -0.5; Pf Dd2 growth: 20.9

What do the screens show for `CCCNC(=O)N1C[C@@H](C)[C@@H](OC)CN(C)C(=O)c2cc(NC(=O)C3CCC3)ccc2OC[C@H]1C`?
T cruzi growth: -12.9; GASC1 inh: 1.4

Results for COc1ccc(-c2ccc([C@@H]3[C@H](CO)N4CCCCN(S(=O)(=O)c5cccs5)C[C@@H]34)cc2)cc1 ?
C diff growth: 3.6; T cruzi growth: 91.5; GASC1 inh: -1.1; Pf Dd2 growth: -50.9

How did COc1ccccc1-c1ccc2c(c1)[C@H]1[C@H](CCN1S(=O)(=O)c1cn(C)cn1)[C@@H](CO)N2 do in these assays?
C diff growth: 25.0; T cruzi growth: 30.4; GASC1 inh: 0.5; Pf Dd2 growth: 24.8

How did CNC[C@H]1Oc2c(NC(=O)Nc3ccc(F)cc3)cccc2C(=O)N([C@@H](C)CO)C[C@H]1C do in these assays?
C diff growth: 4.7; GASC1 inh: -1.1; Pf Dd2 growth: -21.0

Results for C[C@@H]1CN([C@@H](C)CO)S(=O)(=O)c2ccc(Br)cc2O[C@@H]1CN(C)CC1CC1 ?
GASC1 inh: -0.1; Pf Dd2 growth: 1.5

What do the screens show for `CC(C)COC(=O)N(C)C[C@H]1OCc2ccccc2-c2ccccc2C(=O)N([C@@H](C)CO)C[C@H]1C`?
C diff growth: 2.0; T cruzi growth: 49.7; GASC1 inh: 2.0; Pf Dd2 growth: 6.2

How did CN1CCN(C(=O)C[C@@H]2CC[C@@H](NC(=O)c3ccc4c(c3)OCO4)[C@H](CO)O2)CC1 do in these assays?
T cruzi growth: -33.3; GASC1 inh: 2.0; Pf Dd2 growth: -8.7

2 records picked at random from the list so far:
Results for CO[C@@H]1CN(C)C(=O)c2cc(NC(=O)C3CC3)ccc2OC[C@@H](C)N(C(=O)c2ccncc2)C[C@H]1C ?
T cruzi growth: 6.7; GASC1 inh: -0.5; Pf Dd2 growth: 20.9

How did CO[C@@H](CN(C)Cc1nccs1)[C@@H](C)CN([C@H](C)CO)S(=O)(=O)c1ccc(C)cc1 do in these assays?
T cruzi growth: 90.0; GASC1 inh: -0.7; Pf Dd2 growth: -13.6

Other entries:
Results for CC(C)(C)[S@](=O)N1Cc2cc(C(=O)NCc3ccccn3)nc(-c3cccc(-c4ccccc4F)c3)c2[C@@H]1CCO ?
T cruzi growth: 63.9; GASC1 inh: -1.7; Pf Dd2 growth: -63.5

Results for Cc1ccc(S(=O)(=O)N(C)C[C@H]2Oc3c(NC(=O)c4nc5ccccc5s4)cccc3C(=O)N([C@@H](C)CO)C[C@@H]2C)cc1 ?
C diff growth: -1.9; T cruzi growth: 115.5*; GASC1 inh: 9.9; Pf Dd2 growth: -66.1

What do the screens show for `CCC(=O)N(C)C[C@H]1Oc2ncc(C#Cc3ccc(OC)cc3)cc2C(=O)N([C@@H](C)CO)C[C@@H]1C`?
C diff growth: -1.7; T cruzi growth: 103.3; GASC1 inh: -0.6; Pf Dd2 growth: -24.3

How did COc1ccc(S(=O)(=O)Nc2ccc3c(c2)C(=O)N([C@H](C)CO)C[C@H](C)[C@@H](CN(C)Cc2ccncc2)O3)cc1 do in these assays?
C diff growth: 1.7; Pf Dd2 growth: -2.4

Results for COc1ccc(S(=O)(=O)N(C)C[C@H]2Oc3ccc(NC(=O)Nc4cccc5ccccc45)cc3CC(=O)N([C@H](C)CO)C[C@@H]2C)cc1 ?
C diff growth: 6.4; T cruzi growth: -26.9; GASC1 inh: -2.1; Pf Dd2 growth: -32.9

How did CN(C)CC(=O)N[C@@H]1CC[C@H](CCNC(=O)C2CCC2)O[C@@H]1CO do in these assays?
C diff growth: 0.0; GASC1 inh: -1.0; Pf Dd2 growth: -13.6

Results for Cc1noc(C)c1NC(=O)N(C)C[C@@H]1Oc2ccc(NS(=O)(=O)c3cccs3)cc2C(=O)N([C@@H](C)CO)C[C@H]1C ?
T cruzi growth: -123.3; GASC1 inh: 4.6; Pf Dd2 growth: 19.2

What do the screens show for `COc1ccc2c3c(n(C)c2c1)[C@H](CO)N(S(C)(=O)=O)CC31CCN(C(=O)CN(C)C)CC1`?
C diff growth: -3.3; GASC1 inh: 0.2; Pf Dd2 growth: -11.9

Results for N#C[C@H]1[C@@H](c2ccccc2C2=CCCC2)[C@H](CO)N1C(=O)C1CCOCC1 ?
C diff growth: -18.7; GASC1 inh: 12.3; Pf Dd2 growth: 3.7

How did CCS(=O)(=O)NCC[C@@H]1CC[C@H](NS(=O)(=O)c2ccccc2C)[C@H](CO)O1 do in these assays?
C diff growth: -2.4; T cruzi growth: 16.1; GASC1 inh: -0.2; Pf Dd2 growth: -10.2

How did CCNC(=O)C[C@H]1C=C[C@@H](NC(=O)NC2CCCCC2)[C@H](CO)O1 do in these assays?
C diff growth: 0.6; GASC1 inh: -0.1; Pf Dd2 growth: 1.4

What do the screens show for `N#C[C@@H]1[C@@H](c2ccc(C3=CCCC3)cc2)[C@@H](CO)N1c1nc(-c2ccccc2)cs1`?
C diff growth: -9.2; T cruzi growth: 107.7*; GASC1 inh: -3.0; Pf Dd2 growth: 6.2

What do the screens show for `CC(=O)N1CC2(C1)[C@H](c1ccc(-c3cccc(F)c3)cc1)[C@H](CO)N2CC1CC1`?
C diff growth: -0.1; GASC1 inh: -1.0; Pf Dd2 growth: -13.6

How did C[C@H]1CN([C@@H](C)CO)C(=O)c2cc(NS(=O)(=O)c3ccc(Cl)cc3)ccc2O[C@H]1CN(C)Cc1ccc2c(c1)OCO2 do in these assays?
C diff growth: 7.0; T cruzi growth: 44.9; GASC1 inh: -1.6; Pf Dd2 growth: -10.5

What do the screens show for `CCCN(C)C[C@H]1Oc2cc(C#Cc3ccc(F)cc3)ccc2S(=O)(=O)N([C@H](C)CO)C[C@@H]1C`?
C diff growth: 5.2&1.1; T cruzi growth: 30.9&58.9; GASC1 inh: -2.0; Pf Dd2 growth: -8.0&-2.7

How did C[C@@H]1CN([C@@H](C)CO)S(=O)(=O)c2ccc(-c3ccc(C#N)cc3)cc2O[C@H]1CN(C)Cc1cccc(F)c1 do in these assays?
C diff growth: 12.7; GASC1 inh: 0.6; Pf Dd2 growth: -23.8

How did C[C@@H]1CN([C@@H](C)CO)C(=O)c2cccc(NC(=O)Nc3ccccc3)c2O[C@H]1CN(C)CC1CC1 do in these assays?
C diff growth: 1.1; GASC1 inh: 0.3; Pf Dd2 growth: -28.3

What do the screens show for `CN(C)C(=O)[C@H]1[C@H](CO)[C@H]2Cn3c(ccc(C4=CCCCC4)c3=O)[C@@H]1N2C`?
C diff growth: -5.5; T cruzi growth: 44.0; GASC1 inh: 1.7; Pf Dd2 growth: 6.9

What do the screens show for `C[C@H]1CN([C@@H](C)CO)C(=O)c2cccc(NC(=O)Nc3ccc(C(F)(F)F)cc3)c2O[C@H]1CN(C)CC1CC1`?
C diff growth: 13.9; T cruzi growth: 73.3; Pf Dd2 growth: 2.8

What do the screens show for `CCS(=O)(=O)Nc1ccc2c(c1)C(=O)N(C)C[C@H](OC)[C@@H](C)CN(C(=O)NC(C)C)[C@@H](C)CO2`?
T cruzi growth: 31.3; GASC1 inh: 0.4; Pf Dd2 growth: 22.7

What do the screens show for `COc1ccccc1-c1ccc([C@H]2[C@@H](CO)N(C(=O)NC3CCCCC3)[C@H]2C#N)cc1`?
C diff growth: 7.8; T cruzi growth: 55.9; GASC1 inh: 0.8; Pf Dd2 growth: 18.0

Results for COCC(=O)N[C@H]1C=C[C@@H](CC(=O)NCc2ccccc2OC)O[C@@H]1CO ?
C diff growth: -2.0; T cruzi growth: 5.5; GASC1 inh: 1.0; Pf Dd2 growth: 1.2

What do the screens show for `COc1ccc(CNC(=O)N(C)C[C@@H]2OCc3ccccc3-c3c(n(C)c4ccccc34)C(=O)N([C@@H](C)CO)C[C@H]2C)cc1`?
C diff growth: -6.1; T cruzi growth: 63.8; GASC1 inh: 0.1; Pf Dd2 growth: -76.5

Results for CC(C)NC(=O)Nc1ccc2c(c1)C(=O)N([C@@H](C)CO)C[C@H](C)[C@H](CN(C)S(=O)(=O)c1ccc(F)cc1)OCCCC[C@H](C)O2 ?
C diff growth: -4.8; T cruzi growth: 27.2; GASC1 inh: 0.6

Results for C[C@@H]1CN([C@@H](C)CO)C(=O)Cc2cc(NC(=O)Nc3cccc4ccccc34)ccc2O[C@@H]1CN(C)Cc1ccc(C(=O)Nc2ccccc2N)cc1 ?
C diff growth: -1.3; GASC1 inh: -1.4; Pf Dd2 growth: -27.8

How did C[C@@H](NC(=O)C[C@@H]1CC[C@H](NC(=O)C2CC2)[C@H](CO)O1)c1ccccc1 do in these assays?
C diff growth: 0.9; GASC1 inh: -1.0; Pf Dd2 growth: 4.4

Results for CC(C)[C@@H](C)NC(=O)N(C)C[C@H]1OCc2ccccc2-c2ccccc2C(=O)N([C@@H](C)CO)C[C@@H]1C ?
C diff growth: 0.6; T cruzi growth: 61.6; GASC1 inh: -1.0; Pf Dd2 growth: -0.5

Results for COCC(=O)N1C[C@@H](C)[C@H](OC)CN(C)C(=O)c2cc(NC(=O)c3cc(C)on3)ccc2OC[C@@H]1C ?
T cruzi growth: 60.6; GASC1 inh: 0.2; Pf Dd2 growth: 12.1

How did COc1cccc(CNC(=O)C[C@@H]2C=C[C@@H](NC(=O)C3CCOCC3)[C@@H](CO)O2)c1 do in these assays?
C diff growth: -5.2; T cruzi growth: 12.7; GASC1 inh: -0.2; Pf Dd2 growth: -10.5

What do the screens show for `CO[C@@H](CN(C)S(=O)(=O)c1ccc(F)cc1)[C@@H](C)CN(Cc1ccccc1Cl)[C@H](C)CO`?
T cruzi growth: 107.2*; GASC1 inh: 3.1; Pf Dd2 growth: -39.3

What do the screens show for `CCCNC(=O)N(C)C[C@@H]1Oc2cc(C#Cc3ccccn3)ccc2S(=O)(=O)N([C@@H](C)CO)C[C@@H]1C`?
C diff growth: 4.4; GASC1 inh: -0.3; Pf Dd2 growth: -15.2

How did Cc1noc(C)c1NC(=O)N(C)C[C@H]1Oc2c(NC(=O)C3CC3)cccc2C(=O)N([C@@H](C)CO)C[C@H]1C do in these assays?
C diff growth: -3.0; T cruzi growth: 10.2; GASC1 inh: -3.1; Pf Dd2 growth: 2.9

By substructure, the compounds so far containing two or more sulfur atoms (5)
How did CO[C@@H](CN(C)Cc1nccs1)[C@@H](C)CN([C@H](C)CO)S(=O)(=O)c1ccc(C)cc1 do in these assays?
T cruzi growth: 90.0; GASC1 inh: -0.7; Pf Dd2 growth: -13.6

Results for COc1ccc(-c2ccc([C@@H]3[C@H](CO)N4CCCCN(S(=O)(=O)c5cccs5)C[C@@H]34)cc2)cc1 ?
C diff growth: 3.6; T cruzi growth: 91.5; GASC1 inh: -1.1; Pf Dd2 growth: -50.9

Results for Cc1ccc(S(=O)(=O)N(C)C[C@H]2Oc3c(NC(=O)c4nc5ccccc5s4)cccc3C(=O)N([C@@H](C)CO)C[C@@H]2C)cc1 ?
C diff growth: -1.9; T cruzi growth: 115.5*; GASC1 inh: 9.9; Pf Dd2 growth: -66.1

Results for Cc1noc(C)c1NC(=O)N(C)C[C@@H]1Oc2ccc(NS(=O)(=O)c3cccs3)cc2C(=O)N([C@@H](C)CO)C[C@H]1C ?
T cruzi growth: -123.3; GASC1 inh: 4.6; Pf Dd2 growth: 19.2

How did CCS(=O)(=O)NCC[C@@H]1CC[C@H](NS(=O)(=O)c2ccccc2C)[C@H](CO)O1 do in these assays?
C diff growth: -2.4; T cruzi growth: 16.1; GASC1 inh: -0.2; Pf Dd2 growth: -10.2
